Screening data: PubChem BioAssay, several laboratories
AGP1-GFP MLPCN = modulators of AGP1-GFP expression in yeast TOR pathway, primary screen, cell-based, multiplex flow cytometry, S. cerevisiae, MLPCN library; GFP response vs DMSO, % at 10 µM; 3 h; GFP as percent of DMSO wells; hit rate 0.02% among 320,000;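 active means GFP response relative to DMSO above a set limit, near screen average plus 3 SD, cut at about 150% in these data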;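 further: median GFP channel fluorescence of the gated AGP1 strain per well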
LAP4 TOR yeast = modulators of LAP4-GFP expression in yeast, primary screen, S. cerevisiae, multiplex flow cytometry, MLPCN library; 3 h; median GFP as percent of DMSO wells; GFP response vs DMSO, % at 10 µM; hit rate 0.34% among 320,000;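 active means GFP response vs DMSO above a set limit, about the screen mean plus 3 SD, cut at about 150% in these data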
MEP2 TOR yeast = modulators of MEP2-GFP levels in yeast, primary screen, S. cerevisiae, multiplex flow cytometry, MLPCN library; hit rate 0.51% among 330,000; AID 2016, 2009; GFP response vs DMSO, % at 10 µM; S. cerevisiae MEP2-GFP strain, 3 h; 100% = DMSO control level;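 active means GFP response versus DMSO above a set limit, roughly screen mean plus 3 SD, cut at about 180% in these data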;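 further: median GFP fluorescence of the barcode-gated MEP2-GFP cells per well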
CR mimetic SO = reduction of superoxide in aged yeast, primary screen, HTS; S. cerevisiae aged cells, superoxide DHE fluorescence; hits give low values; superoxide response (% of plate mean), % at 10 µM; hit rate 0.18% among 330,000; AID 2690, 2010;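 active means superoxide response under a set limit, about three screen SD below normal, cut at about 65% in these data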;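 further: yeast aged for seven days with compound at 30 °C before DHE staining; 100% = average MFI of all compound-treated wells on the plate with controls excluded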
CIT2-GFP yeast = modulators of CIT2-GFP expression in yeast, primary screen, S. cerevisiae, GFP fusion, multiplex flow cytometry, MLPCN library; AID 2029, 2009; GFP response vs DMSO, % at 10 µM; hit rate 0.065% among 320,000; S. cerevisiae CIT2-GFP strain, 3 h; 100 means same as DMSO wells;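 active means GFP response relative to DMSO above a set limit, near the screen mean plus 3 SD, cut at about 150% in these data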;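 further: ratio of well median GFP fluorescence to mean of DMSO wells on the plate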
AHR act = AHR activators, primary screen, cell-based, luminescence, luciferase reporter, human | Aryl hydrocarbon receptor (Homo sapiens), P35869 | AHR-responsive luciferase reporter cells | activation, % at 5 µM | hit rate 2.5% among 320,000 | AID 2796, 2010; in the data active means activation above about 47%;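 further: 0% = vehicle wells and 100% = reference agonist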
Target sequence (P35869 whole entry, looked up): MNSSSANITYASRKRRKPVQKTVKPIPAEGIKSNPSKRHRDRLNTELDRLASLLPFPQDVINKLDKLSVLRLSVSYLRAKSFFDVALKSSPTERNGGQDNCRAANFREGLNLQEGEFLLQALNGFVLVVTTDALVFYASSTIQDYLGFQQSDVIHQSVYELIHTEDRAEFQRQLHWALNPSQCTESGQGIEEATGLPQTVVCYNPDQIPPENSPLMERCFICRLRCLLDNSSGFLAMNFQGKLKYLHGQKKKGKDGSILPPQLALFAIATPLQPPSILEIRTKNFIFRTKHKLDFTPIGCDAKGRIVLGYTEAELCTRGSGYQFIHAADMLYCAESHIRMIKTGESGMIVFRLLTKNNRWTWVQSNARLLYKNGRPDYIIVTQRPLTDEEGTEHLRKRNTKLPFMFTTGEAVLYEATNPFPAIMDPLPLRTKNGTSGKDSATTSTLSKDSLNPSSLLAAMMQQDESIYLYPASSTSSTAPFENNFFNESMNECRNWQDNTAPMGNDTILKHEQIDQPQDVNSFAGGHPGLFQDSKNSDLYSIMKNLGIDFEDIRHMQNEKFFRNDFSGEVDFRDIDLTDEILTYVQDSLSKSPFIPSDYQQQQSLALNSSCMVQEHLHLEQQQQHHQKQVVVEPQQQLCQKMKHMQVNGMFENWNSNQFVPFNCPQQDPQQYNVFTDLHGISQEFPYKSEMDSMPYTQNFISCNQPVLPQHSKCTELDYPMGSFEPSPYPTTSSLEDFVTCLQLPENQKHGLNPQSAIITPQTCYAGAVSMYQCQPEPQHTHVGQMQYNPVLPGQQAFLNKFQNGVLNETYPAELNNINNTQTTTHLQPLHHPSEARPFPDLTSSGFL
Efflux pump inh = inhibitors of Candida efflux pumps in yeast, primary screen, S. cerevisiae, Nile Red, multiplex; S. cerevisiae Candida pump triplex; inhibition, % at 10 µM; hit rate 0.44% among 330,000;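 active means plate passing quality check with inhibition over a set limit, or well fluorescence over plate mean plus 4 SD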;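 further: Nile Red retained in pooled yeast measured as flow cytometry median fluorescence; 0% = buffer negative control and 100% = Enniatin B positive control; higher means more Nile Red kept so more efflux inhibition; some compounds called inactive have numbers as strong as hits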
RPL19A-GFP yeast = RPL19A-GFP expression modulators in yeast, primary screen, cell-based, S. cerevisiae, multiplex flow cytometry, MLPCN | S. cerevisiae RPL19A-GFP strain, 3 h; hits give low values | percent response vs DMSO, % at 10 µM | hit rate 0.3% among 330,000 | AID 2025, 2009;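 active means percent response vs DMSO below 50%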;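 further: median channel GFP fluorescence of the barcoded RPL19A-GFP strain; ratio of sample median GFP to plate DMSO average so 100% = DMSO; lower means less RPL19A-GFP as with rapamycin TOR inhibition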
Starred values were filed as active, the others as inactive.

How did Cc1cc(C)cc(NC(=O)C2CC3CCC2C3)c1 (configuration not stated) do in these assays?
AGP1-GFP MLPCN: 102; LAP4 TOR yeast: 100; MEP2 TOR yeast: 108; CR mimetic SO: 99; CIT2-GFP yeast: 101; Efflux pump inh: 0.0; RPL19A-GFP yeast: 102

What do the screens show for `CC(=O)CCS(=O)(=O)c1ccc(C)c(C)c1`?
AGP1-GFP MLPCN: 105; LAP4 TOR yeast: 102; MEP2 TOR yeast: 106; CR mimetic SO: 107; CIT2-GFP yeast: 106; AHR act: 10; Efflux pump inh: -0.1; RPL19A-GFP yeast: 104

Results for C/C(=N/NS(=O)(=O)c1cccc([N+](=O)[O-])c1)c1c[nH]c2ccccc12 ?
AGP1-GFP MLPCN: 99; LAP4 TOR yeast: 92; MEP2 TOR yeast: 102; CR mimetic SO: 105; CIT2-GFP yeast: 109; AHR act: 4; Efflux pump inh: -0.1; RPL19A-GFP yeast: 87

How did COC(=O)c1cc2cc(OC)ccc2n1C do in these assays?
AGP1-GFP MLPCN: 88; LAP4 TOR yeast: 94; MEP2 TOR yeast: 94; CR mimetic SO: 92; CIT2-GFP yeast: 99; AHR act: -3; Efflux pump inh: 0.0; RPL19A-GFP yeast: 96

Results for Cc1ccc(O)c(N/C=C/C(=O)c2ccc(F)cc2)c1 ?
AGP1-GFP MLPCN: 105; LAP4 TOR yeast: 104; MEP2 TOR yeast: 98; CR mimetic SO: 103; CIT2-GFP yeast: 104; AHR act: 5; Efflux pump inh: 0.0; RPL19A-GFP yeast: 105

What do the screens show for `COc1ccc(C)cc1NS(=O)(=O)c1cn(C)c(=O)n(C)c1=O`?
AGP1-GFP MLPCN: 104; LAP4 TOR yeast: 99; MEP2 TOR yeast: 103; CR mimetic SO: 98; CIT2-GFP yeast: 102; AHR act: 0; Efflux pump inh: 0.0; RPL19A-GFP yeast: 99

What do the screens show for `O=C(O)CCCC(=O)Nc1ccccc1Oc1ccccc1`?
AGP1-GFP MLPCN: 103; LAP4 TOR yeast: 108; MEP2 TOR yeast: 92; CR mimetic SO: 115; CIT2-GFP yeast: 95; AHR act: -1; Efflux pump inh: -0.2; RPL19A-GFP yeast: 96

What do the screens show for `COc1cnn(Cc2ccccc2)c(=O)c1SCc1ccccc1`?
AGP1-GFP MLPCN: 96; LAP4 TOR yeast: 81; MEP2 TOR yeast: 101; CR mimetic SO: 95; CIT2-GFP yeast: 93; AHR act: -4; Efflux pump inh: 0.2; RPL19A-GFP yeast: 101

How did Cc1ccc(N2CCN(CC(O)COc3cccc4ccccc34)CC2)cc1 (configuration not stated) do in these assays?
AGP1-GFP MLPCN: 105; LAP4 TOR yeast: 96; MEP2 TOR yeast: 104; CR mimetic SO: 104; CIT2-GFP yeast: 104; AHR act: 2; Efflux pump inh: 0.2; RPL19A-GFP yeast: 102

Results for CCN(CC)S(=O)(=O)c1ccc(N2CCOCC2)c(NC(=O)c2ccc(=O)n(C)n2)c1 ?
AGP1-GFP MLPCN: 89; LAP4 TOR yeast: 96; MEP2 TOR yeast: 96; CR mimetic SO: 91; CIT2-GFP yeast: 90; AHR act: 0; Efflux pump inh: 0.1; RPL19A-GFP yeast: 96

What do the screens show for `CCSc1nnc(NC(=O)C2CSC3(C)CCC(=O)N23)s1` (configuration not stated)?
AGP1-GFP MLPCN: 103; LAP4 TOR yeast: 100; MEP2 TOR yeast: 102; CR mimetic SO: 108; CIT2-GFP yeast: 102; AHR act: 0; Efflux pump inh: -0.1; RPL19A-GFP yeast: 100

Results for Cc1cc(C(F)(F)F)c2c(n1)sc1c(O)cc(=O)[nH]c12 ?
AGP1-GFP MLPCN: 107; LAP4 TOR yeast: 96; MEP2 TOR yeast: 104; CR mimetic SO: 90; CIT2-GFP yeast: 107; AHR act: 0; Efflux pump inh: 0.0; RPL19A-GFP yeast: 103

What do the screens show for `COc1ccc(S(=O)(=O)N2CCN(c3cccc(C)c3C)CC2)cc1`?
AGP1-GFP MLPCN: 106; LAP4 TOR yeast: 104; MEP2 TOR yeast: 97; CR mimetic SO: 95; CIT2-GFP yeast: 98; AHR act: 2; Efflux pump inh: 0.3; RPL19A-GFP yeast: 97

What do the screens show for `COc1ccc(-c2ccc3c(c2)S(=O)(=O)c2cccc(C(=O)NCc4cccc(OC(F)(F)F)c4)c2C3=O)cc1OC`?
AGP1-GFP MLPCN: 101; LAP4 TOR yeast: 91; MEP2 TOR yeast: 104; CR mimetic SO: 95; CIT2-GFP yeast: 102; AHR act: 2; Efflux pump inh: -0.1; RPL19A-GFP yeast: 97

What do the screens show for `CCOC(=O)c1ccc(NC(=S)N2CCN(c3ccc(N4CCOCC4)nn3)CC2)cc1`?
AGP1-GFP MLPCN: 98; LAP4 TOR yeast: 92; MEP2 TOR yeast: 102; CR mimetic SO: 89; CIT2-GFP yeast: 107; AHR act: 0; Efflux pump inh: 0.1; RPL19A-GFP yeast: 100

What do the screens show for `COC(=O)c1ccc(C2C(C(=O)Nc3ccccc3C)=C(C)Nc3ncnn32)cc1` (configuration not stated)?
AGP1-GFP MLPCN: 95; LAP4 TOR yeast: 93; MEP2 TOR yeast: 96; CR mimetic SO: 92; CIT2-GFP yeast: 96; AHR act: 2; Efflux pump inh: -0.1; RPL19A-GFP yeast: 94

Results for CC(=O)c1cccc(CN2CCN(CC=C(C)C)C(CCO)C2)c1 (configuration not stated) ?
AGP1-GFP MLPCN: 106; LAP4 TOR yeast: 112; MEP2 TOR yeast: 106; CR mimetic SO: 86; CIT2-GFP yeast: 104; AHR act: -1; Efflux pump inh: 0.3; RPL19A-GFP yeast: 101

How did Cc1ccc(-c2cc(C(=O)N3CCCCC3)c3ccccc3n2)cc1C do in these assays?
AGP1-GFP MLPCN: 93; LAP4 TOR yeast: 97; MEP2 TOR yeast: 98; CR mimetic SO: 104; CIT2-GFP yeast: 95; AHR act: 14; Efflux pump inh: -0.1; RPL19A-GFP yeast: 97

Results for COc1ccc(C(=O)/C=C/Nc2ccc(S(=O)(=O)Nc3cccc(C(C)=O)c3)cc2)cc1 ?
AGP1-GFP MLPCN: 95; LAP4 TOR yeast: 97; MEP2 TOR yeast: 94; CR mimetic SO: 101; CIT2-GFP yeast: 87; AHR act: 25; Efflux pump inh: 0.4; RPL19A-GFP yeast: 98

Results for O=c1nc(N2CCCC2)nc(N2CCCC2)[nH]1 ?
AGP1-GFP MLPCN: 104; LAP4 TOR yeast: 101; MEP2 TOR yeast: 109; CR mimetic SO: 109; CIT2-GFP yeast: 104; AHR act: 2; Efflux pump inh: -0.2; RPL19A-GFP yeast: 105

How did Cc1cc2nnc(SC(C)C)n2c2ccccc12 do in these assays?
AGP1-GFP MLPCN: 99; LAP4 TOR yeast: 101; MEP2 TOR yeast: 100; CR mimetic SO: 80; CIT2-GFP yeast: 101; AHR act: 0; Efflux pump inh: -0.1; RPL19A-GFP yeast: 104

What do the screens show for `Cc1cc2oc(=O)cc(CN3CCN(C/C=C/c4ccccc4)CC3)c2cc1O`?
AGP1-GFP MLPCN: 104; LAP4 TOR yeast: 107; MEP2 TOR yeast: 139; CR mimetic SO: 97; CIT2-GFP yeast: 108; AHR act: 3; Efflux pump inh: 0.2; RPL19A-GFP yeast: 100

What do the screens show for `CC(C)CN(C(=O)c1ccc(F)cc1F)c1c(N)n(CC(C)C)c(=O)[nH]c1=O`?
AGP1-GFP MLPCN: 98; LAP4 TOR yeast: 84; MEP2 TOR yeast: 110; CR mimetic SO: 118; CIT2-GFP yeast: 93; AHR act: -2; Efflux pump inh: 0.0; RPL19A-GFP yeast: 97

How did Cc1nc(NC(=O)COC(=O)c2ccc(S(=O)(=O)N3CCc4ccccc4C3)cc2)c(Cl)cc1Cl do in these assays?
AGP1-GFP MLPCN: 108; LAP4 TOR yeast: 92; MEP2 TOR yeast: 104; CR mimetic SO: 117; CIT2-GFP yeast: 105; AHR act: 4; Efflux pump inh: -0.1; RPL19A-GFP yeast: 107

Results for COc1cc2c3nnc(-c4ccc(F)cc4)c-3cn(Cc3ccc(F)cc3)c2cc1OC ?
AGP1-GFP MLPCN: 110; LAP4 TOR yeast: 105; MEP2 TOR yeast: 114; CR mimetic SO: 107; CIT2-GFP yeast: 100; AHR act: 12; Efflux pump inh: 0.2; RPL19A-GFP yeast: 102

How did Nc1nc(CN2CCN(Cc3ccccc3)CC2)nc(Nc2ccc3c(c2)OCCO3)n1 do in these assays?
AGP1-GFP MLPCN: 103; LAP4 TOR yeast: 111; MEP2 TOR yeast: 101; CR mimetic SO: 116; CIT2-GFP yeast: 103; AHR act: 7; Efflux pump inh: -0.1; RPL19A-GFP yeast: 100

How did CCCc1nn2c(=O)cc(CSCC(=O)Nc3nnc(C(C)C)s3)nc2s1 do in these assays?
AGP1-GFP MLPCN: 107; LAP4 TOR yeast: 106; MEP2 TOR yeast: 99; CR mimetic SO: 90; CIT2-GFP yeast: 101; AHR act: 1; Efflux pump inh: -0.1; RPL19A-GFP yeast: 101

How did Cc1cc(C)c(NC(=O)CS(=O)CC(=O)Nc2ccc(F)cc2F)c(C)c1 (configuration not stated) do in these assays?
AGP1-GFP MLPCN: 93; LAP4 TOR yeast: 92; MEP2 TOR yeast: 91; CR mimetic SO: 110; CIT2-GFP yeast: 83; AHR act: 4; Efflux pump inh: 0.3; RPL19A-GFP yeast: 99

What do the screens show for `CCCN(CCC)Cc1cc2ccccc2c2c1COC2`?
AGP1-GFP MLPCN: 93; LAP4 TOR yeast: 100; MEP2 TOR yeast: 99; CR mimetic SO: 108; CIT2-GFP yeast: 94; AHR act: 5; Efflux pump inh: 0.0; RPL19A-GFP yeast: 94

How did COc1ccc(N)cc1-n1cnnn1 do in these assays?
AGP1-GFP MLPCN: 92; LAP4 TOR yeast: 96; MEP2 TOR yeast: 86; CR mimetic SO: 106; CIT2-GFP yeast: 87; AHR act: 0; Efflux pump inh: -0.1; RPL19A-GFP yeast: 87

2 compounds picked at random from the list so far, as already listed:
What do the screens show for `CCCN(CCC)Cc1cc2ccccc2c2c1COC2`?
AGP1-GFP MLPCN: 93; LAP4 TOR yeast: 100; MEP2 TOR yeast: 99; CR mimetic SO: 108; CIT2-GFP yeast: 94; AHR act: 5; Efflux pump inh: 0.0; RPL19A-GFP yeast: 94

How did COc1ccc(N)cc1-n1cnnn1 do in these assays?
AGP1-GFP MLPCN: 92; LAP4 TOR yeast: 96; MEP2 TOR yeast: 86; CR mimetic SO: 106; CIT2-GFP yeast: 87; AHR act: 0; Efflux pump inh: -0.1; RPL19A-GFP yeast: 87

Following part:
How did COc1ccc(N2C(=O)CSC2c2cccs2)cc1 (configuration not stated) do in these assays?
AGP1-GFP MLPCN: 90; LAP4 TOR yeast: 93; MEP2 TOR yeast: 91; CR mimetic SO: 95; CIT2-GFP yeast: 83; AHR act: 5; Efflux pump inh: 0.5; RPL19A-GFP yeast: 90

Results for O=C(Oc1ccc2cc(Br)ccc2c1)N1CCCCCC1 ?
AGP1-GFP MLPCN: 89; LAP4 TOR yeast: 84; MEP2 TOR yeast: 96; CR mimetic SO: 58*; CIT2-GFP yeast: 89; AHR act: -3; Efflux pump inh: 0.4; RPL19A-GFP yeast: 98

What do the screens show for `Cc1cc(OC(=O)c2ccccc2Br)cc(=O)n1C`?
AGP1-GFP MLPCN: 101; LAP4 TOR yeast: 110; MEP2 TOR yeast: 108; CR mimetic SO: 101; CIT2-GFP yeast: 106; AHR act: -2; Efflux pump inh: 0.1; RPL19A-GFP yeast: 106

Results for Cc1ccc(NS(=O)(=O)c2ccc(C(=O)NCCCN3CCOCC3)cc2)cc1 ?
AGP1-GFP MLPCN: 99; LAP4 TOR yeast: 99; MEP2 TOR yeast: 112; CR mimetic SO: 93; CIT2-GFP yeast: 93; AHR act: -1; Efflux pump inh: 0.0; RPL19A-GFP yeast: 97
